Chronic BCR inh – chronic active BCR signaling inhibition | ABC-DLBCL IkBa-CBG/CBR reporter, luminescence ratio, 4 h | Potency, µM (doses to about 46.1 µM), inactives show at the top dose ratio change, negative = lower green/red ratio, most hits filed as inhibitors | 340,000 tested, 0.05% active | AID 493014; active = well fitted inhibition curve with a large enough effect in the signal ratio, with a control signal flat, not every such curve was filed as active; inconclusive = small, poorly fitted or top-dose-only effect, or effect the other way, or a change in a side signal; the % refers to the signal ratio;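 note: potency is the fitted concentration of half-maximal effect; plate controls were basal doxycycline-induced cells for no effect and cells given 10 µM MG132 for full effect; MG132 reads +100%, hits lower the ratio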
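TMD8 human ABC-DLBCL cells with doxycycline-inducible IκBα–green luciferase fusion and unfused red luciferase, in 0.5% FBS medium; compounds up to 46 uM, 4 h at 37C. Green/red luminescence ratio, filter-overlap corrected, fitted to concentration-response curves.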
ASM inhibitor – inhibitors of human secretory acid sphingomyelinase; AID 504937; placental ASM, HMU-PC fluorogenic substrate, 60 min; P17405; 340,000 tested, 0.006% active; Potency, µM (doses to about 57.5 µM), without a hit: top-dose activity change, negative = inhibition, hits mostly inhibitors; note: potency is the fitted concentration of half-maximal effect
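Fluorescence read-out (Ex 386 nm, Em 447 nm) after stopping the reaction at pH 10. Enzyme: ASM from human placenta; substrate HMU-PC0, 9 uM final; 60 min, 37 °C. Compound preincubation 10 min, ambient temperature.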
TSHR antag – human thyrotropin receptor antagonism | activity change, negative = inhibition, % at 11.5 µM | P16473 | TSHR-expressing cells, TSH-stimulated cAMP HTRF, 2 h; stronger effect = lower value | 330,000 tested, 0.2% active | AID 504810;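 active = activity change below a set negative limit, meaning inhibition stronger than a set level, cut at about -70% in these data; inconclusive = activity change between two set negative limits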; note: % is set by controls: 0 for no effect and ±100 for the full control effect
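TSHR-expressing cells, 200/well, pre-treated with compound, then stimulated with EC80 TSH (4nM final) for 2 hours at 37 deg C. cAMP measured by competitive HTRF: anti-cAMP cryptate antibody in lysis buffer plus cAMP-d2, read after 30 minutes at room temperature.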
Integrin act MD – activators of alpha7 integrin expression for muscular dystrophy; alpha7betagal myoblasts, beta-gal FDG fluorescence, 48 h; Potency, µM (titrated, usually from 38.3 µM), for the others: top-dose activation, most hits filed as activators; 350,000 tested, 0.064% active; AID 624291;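 note: potency is the fitted concentration of half-maximal effect; 100% = response of the positive control SU9516; nearly all actives have a fitted effect of over 60% in size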
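Alpha7betagal+/- myoblasts (passage 13) were plated 16-24 hr, then exposed to compounds (1:260 dilution of DMSO stock) for 48 hours at 37C. After MPER lysis, β-galactosidase reporter activity was read as FDG fluorescence (ex 480/em 540) after 30 minutes.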
TSG101-PTAP inh – blocks PTAP/TSG101 interaction to inhibit HIV-1 budding | Fluorescence polarization, FITC-PTAP peptide / Tsg101 binding | 340,000 tested, under 10 active | Q99816 | Potency, µM (highest dose often 115 µM), inactives show at the highest dose activity change, negative = inhibition, usual class: inhibitors; active = well fitted inhibition curve with a large enough effect in the main read-out, with a control signal flat, not every such curve was filed as active; inconclusive = small, poorly fitted or top-dose-only effect, or effect the other way, or a change in a side signal; inactive = no such curve, though single readings can be large or run the other way; note: potency is the fitted concentration of half-maximal effect; % of control where 0% means no effect
Target sequence (Q99816 whole entry, looked up): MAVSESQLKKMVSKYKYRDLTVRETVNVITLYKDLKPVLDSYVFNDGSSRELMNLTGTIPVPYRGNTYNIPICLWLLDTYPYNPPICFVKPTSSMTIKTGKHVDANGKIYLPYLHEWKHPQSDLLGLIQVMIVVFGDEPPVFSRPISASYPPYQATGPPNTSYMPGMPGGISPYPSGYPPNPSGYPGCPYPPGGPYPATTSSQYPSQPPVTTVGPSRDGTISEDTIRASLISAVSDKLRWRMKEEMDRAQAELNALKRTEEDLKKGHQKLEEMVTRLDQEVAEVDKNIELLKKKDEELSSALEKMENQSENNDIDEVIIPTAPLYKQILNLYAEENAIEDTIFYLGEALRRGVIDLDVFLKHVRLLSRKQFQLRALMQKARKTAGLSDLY
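Fluorescence polarization binding of Tsg101 binding domain (10 uM final) to FITC-labeled PTAP peptide (50 nM final) in HEPES pH 7.5 buffer with NaCl, Tween 20, EDTA, TCEP. Compounds added before peptide; binding 20 min at RT.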
TCR act – activators of T cell receptors. primary human leukocytes, anti-CD3, IL-2 HTRF, 48 h. Potency, µM (titrated, usually from 9.22 µM), for inactives: top-dose activation of IL-2 secretion, hits mostly activators. 330,000 tested, under 10 active. AID 504894; note: % of control where 0% means no effect
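Primary human leukocytes incubated 48 hr with anti-CD3 beads plus compound, without co-stimulation. Secreted IL-2 measured by HTRF (europium cryptate/d2 anti-IL-2 pair, 320 nm excitation, 665 nm emission).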
Tb PFK block – T. brucei PFK enzyme inhibition; 330,000 tested, 0.17% active; Potency, µM (doses to about 57.5 µM), for the others: at the top dose activity, negative = inhibition, most hits filed as inhibitors; T. brucei PFK, ADP-Glo luminescence;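 note: potency is the fitted concentration of half-maximal effect; 0% = uninhibited 1x PFK enzyme wells and -100% = no-enzyme wells; nearly all actives have a fitted effect of over 60% in size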
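PFK 1.25 nM, F6P 0.5 mM, ATP 0.1 mM, 0.1 M TEA pH 8.0, 5 mM MgCl2, 0.01% Tween20, 0.1% BSA; 45 min RT. ADP-Glo readout. qHTS titration up to 57 uM; curves fitted, compounds curve-classed.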
Mito fusion act – blocks mitochondrial division or promotes mitochondrial fusion; S. cerevisiae fusion-defective mutant growth rescue, CellTiterGlo 48 h; Potency, µM (top dose mostly 46.1 µM), inactives show at the top dose growth rescue (activation), hits mostly activators; 320,000 tested, 0.23% active; AID 485298;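 note: potency is the fitted concentration of half-maximal effect; % of control where 0% means no effect; nearly all actives have a fitted effect of over 45% in size; temperature-sensitive fusion mutants such as fzo1-1 at 37 °C on non-fermentable ethanol glycerol medium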
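Yeast fusion mutant, YPEG (non-fermentable carbon), compound, 48 h at 37C non-permissive; CellTiterGlo added, 10 min RT, luminescence read. Rescued growth = division inhibition.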
AT treatment – candidate therapy for ataxia-telangiectasia; […] A-T fibroblasts, KAP-1 phosphorylation AlphaLISA; neocarzinostatin DNA damage 30 min before lysis; AID 485349; Potency, µM (doses to about 57.5 µM), for the others: at the top dose activation, most hits filed as activators; 320,000 tested, 0.19% active; note: potency is the fitted concentration of half-maximal effect; % of control where 0% means no effect; nearly all actives have a fitted effect of over 45% in size
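ATM-like activity read as KAP-1 phosphorylation via AlphaLISA donor/acceptor antibody pairs after lysis and 6 hr at 25C. Cells were ATM-null patient fibroblasts ([…], hTERT), dosed 60 min, then exposed to the DSB inducer NCS for 30 min.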
Eya2 phos inh – blocks the phosphatase activity of human Eya2; O00167; recombinant Eya2, OMFP fluorescence dephosphorylation (OMFP is methylfluorescein phosphate); Potency, µM (titrated, usually from 76.9 µM), for inactives: at the highest dose activity, negative = inhibition, most hits filed as inhibitors; 330,000 tested, 0.006% active; note: potency is the fitted concentration of half-maximal effect; % is set by controls: 0 for no effect and ±100 for the full control effect
Target sequence (O00167 whole entry, looked up): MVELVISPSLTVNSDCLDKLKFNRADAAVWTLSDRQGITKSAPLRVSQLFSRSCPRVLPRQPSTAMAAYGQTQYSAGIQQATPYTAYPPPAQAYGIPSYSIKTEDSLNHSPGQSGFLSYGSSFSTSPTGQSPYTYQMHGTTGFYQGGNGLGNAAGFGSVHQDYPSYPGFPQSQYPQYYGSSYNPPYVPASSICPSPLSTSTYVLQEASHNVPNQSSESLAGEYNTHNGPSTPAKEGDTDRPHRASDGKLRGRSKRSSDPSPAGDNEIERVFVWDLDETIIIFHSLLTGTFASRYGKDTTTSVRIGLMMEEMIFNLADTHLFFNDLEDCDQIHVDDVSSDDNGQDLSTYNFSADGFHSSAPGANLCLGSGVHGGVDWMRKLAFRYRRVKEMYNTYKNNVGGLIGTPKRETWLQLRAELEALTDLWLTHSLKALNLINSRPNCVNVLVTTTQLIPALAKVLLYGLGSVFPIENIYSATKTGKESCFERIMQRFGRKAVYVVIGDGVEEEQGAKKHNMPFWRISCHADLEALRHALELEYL
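Eya2 (0.2 uM) preincubated 10 min at ambient with compound, then OMFP substrate added at 50 uM; 10 min reaction in 50 mM HEPES pH 7.5, 50 mM NaCl, 5 uM MgCl2, 0.05% BSA, 1 mM DTT. Fluorescence read at Ex 485/Em 525 nm.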
ELG1 repair inh – ELG1-dependent DNA repair inhibition. HEK293T ELG1-luciferase reporter, luminescence, 16 h; DNA damage induced by 5-fluorouridine. Potency, µM (top dose mostly 46.1 µM), for the others: at the top dose activity change, negative = inhibition, most hits filed as inhibitors. 330,000 tested, 2.3% active. AID 504467; note: potency is the fitted concentration of half-maximal effect; % is set by controls: 0 for no effect and ±100 for the full control effect; nearly all actives have a fitted effect of over 55% in size
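Luminescence from the luciferase reporter, measured 30 min after ONE-Glo reagent at room temperature, was the read-out. Beforehand, 2,000 cells per well were exposed for 16 hr at 37 °C to 5-fluorouridine together with compound or vehicle.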
Starred values were filed as active, the others as inactive; u = inconclusive; x = no result given; & = joins results of further samples; [ ] = dose if it differs, or a comment. Unless noted, calls come from the whole dose curve; as a rule, active = well fitted curve in the direction sought with a large enough effect; inconclusive = small, poorly fitted or top-dose-only effect, or another doubt; inactive = no such curve, though single readings can be large; an effect the other way counts as inactive or inconclusive.

SMILES	Chronic BCR inh	ASM inhibitor	TSHR antag	Integrin act MD	TSG101-PTAP inh	TCR act	Tb PFK block	Mito fusion act	AT treatment	Eya2 phos inh	ELG1 repair inh
Cc1cc(C)c(NC(=S)N(CCc2ccncc2)C(C)C)c(C)c1	u	5%	30	-35%	-4%	-3%	-3%	0%	10%	5%	0%
Cc1nn(Cc2ccccc2)c(C)c1C(=O)N1CCN(CC(=O)Nc2ccccc2Cl)CC1	-2%	8%	4	-16%	-2%	3%	0%	-7%	-7%	8%	u
O=C(c1cc2ccccc2c(=O)o1)N1CCCCCC1	4%	-2%	6	-17%	0%	3%[46.1 µM]	-4%	-4%	13%	-2%	u
COc1ccc(NC(=O)CC(C)C)c(OC)c1	-7%	2%	23	17%	0%	6%	-3%	-1%	x	-14%	-1%
Cc1ccccc1Cn1c(CN2CCc3ccccc3C2)nc2c1c(=O)n(C)c(=O)n2C	-11%	0%	-15	-34%	-7%	-9%[46.1 µM]	-3%	14%	1%	-17%	13µM*
CCOC(=O)C1=C(C)Nc2nc(C)nn2C1c1ccc(OCC)c(OC)c1 (configuration not stated)	7%	4%	15	-4%	-3%	9%	5%	-3%	1%	6%	5%
CC(C)(C)NC(=O)C1CCN(S(=O)(=O)c2ccc(Br)cc2)CC1	-2%	0%	-3	25%	-6%	x	1%	-1%	6%	14%	-3%
CC(O)C(C(=O)OCc1ccc([N+](=O)[O-])cc1)N1C(=O)c2ccccc2C1=O (configuration not stated)	2%	1%	4	-13%	-2%	1%[46.1 µM]	-4%	-2%	-13%	-1%	-3%
CC(NC(=O)c1cccc(N(C)C)c1)c1ccc(-n2ccnc2)cc1 (configuration not stated)	-2%	15%	-1	16%	1%	3%	-3%	-3%	3%	-10%	-3%
Cc1ccc(/C([O-])=C(/C(=S)Nc2ccc(SC(F)F)cc2)[n+]2ccccc2)cc1[N+](=O)[O-]	u	-1%	18	20%	0%	-1%	5%	-1%	-2%	0%	-10%
CN(c1ccccc1C(=O)NC1CC2CCC1C2)S(=O)(=O)c1ccccc1 (configuration not stated)	0%	6%	7	15%	-2%	4%[46.1 µM]	0%	10%	8%	-5%	-14%
COc1cc(/C=N/Nc2nc(Nc3ccccc3)nc(-n3nc(C)cc3C)n2)cc(OC)c1OC	u	-28%	-22	-50%	-1%	-8%	0%	2%	-4%	1%	1.8µM*
Cc1cccc(C)c1NC(=O)Cn1c(CN2CCCCC2)nc2ccccc2c1=O	1%	3%	2	24%	-1%	6%[46.1 µM]	-1%	-6%	-1%	-14%	u
C=C(C)COc1ccc2c(C)c(CC(=O)OC)c(=O)oc2c1C	u	10%	-10	-49%[inhibitor]	-5%	-20%	0%	-21%	2%	-7%	u
COc1cccc(NC(=O)C2CC2(c2cccc(OC)c2)c2cccc(OC)c2)c1 (configuration not stated)	8%	-3%	21	-13%	-3%	0%[46.1 µM]	0%	5%	-7%	0%	-11%
O=C(CN1CCN(S(=O)(=O)c2ccccc2)CC1)Nc1ccccc1C(=O)c1ccccc1	u	-8%	-6	0%	0%	0%[46.1 µM]	-2%	-10%	6%	0%	u
NCCc1nnc(SCC(=O)Nc2ccc(Br)cc2)o1	-6%	1%	-3	-11%	-1%	1%	0%	2%	-2%	-8%	1%
CCOc1[nH]n(-c2ccccc2)c(=O)c1C=NCC(=O)OC	4%	5%	4	7%	0%	3%	-4%	5%	2%	6%	-9%
C=CCNC(=O)c1onc(CSc2ccc(Cl)cc2)c1C(=O)O	u	14%	2	-1%	x	-5%	-5%	0%	-1%	14%	u
O=c1ccc(-c2nc3ccccc3n2Cc2ccc(Cl)cc2)c[nH]1	u	-1%	6	1%	-3%	-5%	-2%	-5%	40%	-14%	u
COc1ccc(OC)c2[nH]c(=O)c(CCNS(=O)(=O)c3ccc(F)cc3)cc12	-17%	6%	-8	4%	-2%	7%	0%	7%	8%	2%	4%
COc1ccc(NC(=O)c2cc3c(Cl)nc4ccccc4c3s2)cc1OC	-2%	-26%	-19	-8%	0%	-8%[46.1 µM]	5%	-10%	-8%	0%	u
c1cn(CC2(Cn3ccnc3)COC2)cn1	-1%	2%	22	30%	-2%	0%	8%	1%	-4%	16%	12%
O=C(CNC(=O)c1ccco1)OCc1c(F)cccc1Cl	15%	4%	-30	7%	0%	-9%	-2%	1%	6%	6%	3%
COc1cccc(C(=O)Nc2ccc(S(=O)(=O)N3CCCCC3)cc2)c1OC	17%	1%	3	-45%[inhibitor]	0%	-9%	1%	8%	3%	-8%	-12%
Nc1nonc1-n1nnc(C(=O)N/N=C/c2ccc3c(c2)OCO3)c1-c1ccccc1	9%	53%	0	-55%[inhibitor]	-4%	-9%	0%	1%	-4%	10%	2%
Cc1cccc(C(=O)NCC(=O)N2CC(=O)Nc3ccccc32)c1	0%	-1%	-3	21%	-5%	-26%	-4%	1%	-1%	-5%	7%
CCCCc1c(O)nc(SC2CC(=O)N(c3ccc(C(=O)OCC)cc3)C2=O)[nH]c1=O (configuration not stated)	15%	-2%	-13	43%	-20%	6%	-1%	-12%	-1%	2%	-1%
CCOc1ncccc1C(=O)OC(C)C(=O)Nc1ccc(CC)cc1 (configuration not stated)	0%	-2%	-3	-6%	-1%	1%	-1%	7%	14%	-4%	-15%
Cc1ccc(N2CC(NC(=O)N3CCN(C(=O)c4ccco4)CC3)CC2=O)cc1 (configuration not stated)	-7%	0%	2	1%	-2%	2%	1%	-4%	0%	10%	0%
COc1ccc(NC(=O)Nc2ccccc2SC)c(OC)c1	-9%	4%	-11	4%	-1%	7%	0%	-7%	-6%	-5%	5%
CS(=O)(=O)c1ccc(NC(=O)c2ccc3c(c2)S(=O)(=O)N=C2CCCCCN23)cc1	9%	x	-8	-2%	-6%	2%	-3%	2%	10%	2%	5%
O=c1oc2ccccc2c(NC2CCCCC2)c1NS(=O)(=O)c1ccc(Cl)cc1	u	1%	36	35%	-3%	0%	2%	-9%	15%	1%	-1%
O=c1c2oc3ccccc3c2ncn1Cc1ccc(F)cc1	4%	-4%	2	0%	-4%	0%	-2%	-10%	-1%	-2%	u
COc1ccc(NC(=O)CN2CCC(C(N)=O)(N3CCCCC3)CC2)c(OC)c1	-6%	4%	0	-7%	2%	2%	0%	1%	1%	6%	-2%
COC(=O)CCCC1=CC2=C(c3ccccc3)C(=O)C(C)(OC(=O)C3CCCC3)C(=O)C2=CN1Cc1ccco1 (configuration not stated)	0%	-4%	-2	-19%	0%	-4%	-3%	-24%	19%	5%	-4%
COc1ccc(C2C(C(C)=O)=C(O)C(=O)N2c2cccnc2)c(OC)c1 (configuration not stated)	1%	-2%	9	7%	-2%	4%	7%	-3%	5%	8%	3%
Cc1nnc(SCC2=C(C(=O)O)N3C(=O)[C@@H](NC(=O)Cn4cnnn4)[C@H]3SC2)s1	-3%	1%&6%	4&10	-14%	-2%&-3%	-1%&11%	7%	4%&-1%	16%	-7%&6%	-2%
Cc1ccc(OCCCCn2c(CO)nc3ccccc32)cc1	1%	-2%	-15	-41%	0%	-6%	-5%	6%	10%	-6%	u
CC1CCN(Cc2cnc(Cl)s2)CC1	4%	3%	-6	-14%	0%	7%	-8%	-7%	-2%	9%	11%
Cc1ccc(C(=O)CSc2ncnc3ccccc23)o1	u	4%	13	-48%[inhibitor]	-4%	10%	3%	-1%	-5%	5%	u
Cc1ccc2nc(NC(=O)C3=NN(c4ccccc4)C(=O)CC3)sc2c1	-12%	-10%	-18	0%	-1%	-5%[46.1 µM]	-3%	30%	0%	-4%	-24%

Bioassay records (PubChem BioAssay)
